Bioassay records (PubChem BioAssay)
aSyn rescue = qHTS of alpha-syn Inhibitors; Yeast expressing alpha-synuclein, growth rescue, BacTiter-Glo, 24 h; Potency, µM (doses to about 46.1 µM), for the others: top-dose growth rescue (activation), usual class: activators; 370,000 compounds, 0.14% hits; AID 652106, 2013; also: potency is read from the fitted curve at half-maximal effect; % of control where 0% means no effect; nearly all actives have a fitted effect of over 65% in size
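Rescue of yeast growth: cells expressing toxic alpha-synuclein, induced in galactose at OD600 0.02, incubated with compound 24 h at 30 C. ATP luminescence quantified growth; inhibitors of toxicity appear as activators.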
D3 antag = qHTS of D3 Dopamine Receptor Antagonist: qHTS; D(3) dopamine receptor (Homo sapiens), P35462; D3R cells, DiscoveRx beta-arrestin luminescence, antagonist mode; active compounds read low; max response, negative = inhibition, %; 360,000 compounds, 2.5% hits; in the data active = max response below about -50%; inconclusive = no clear call, values can overlap the other calls; also: % is scaled to controls: 0 for no effect and ±100 for the full control effect; mostly tested at two doses, the higher about 12 µM
Target sequence (P35462 whole entry, looked up): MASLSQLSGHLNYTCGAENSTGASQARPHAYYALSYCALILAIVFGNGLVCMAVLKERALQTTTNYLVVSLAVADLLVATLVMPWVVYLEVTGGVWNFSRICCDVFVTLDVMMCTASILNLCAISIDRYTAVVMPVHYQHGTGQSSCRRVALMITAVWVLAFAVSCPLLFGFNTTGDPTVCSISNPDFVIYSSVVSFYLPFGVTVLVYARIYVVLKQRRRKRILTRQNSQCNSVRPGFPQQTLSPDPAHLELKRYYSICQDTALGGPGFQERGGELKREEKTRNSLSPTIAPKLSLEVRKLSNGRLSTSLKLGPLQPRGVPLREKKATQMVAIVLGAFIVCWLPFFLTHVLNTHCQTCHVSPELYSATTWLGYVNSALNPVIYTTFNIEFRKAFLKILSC
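Cells expressing the human receptor were seeded at 1500 cells/well, incubated overnight at 37 degrees C in 5% CO2, then exposed to library compounds with dopamine controls for 90 minutes at 37 degrees C before luminescent detection.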
DRD3 agonist = qHTS of D3 Dopamine Receptor Agonist: qHTS. D3R DiscoveRx beta-arrestin cells, luminescence, 90 min. max activation, %. D(3) dopamine receptor (Homo sapiens), P35462. 410,000 compounds, 0.58% hits; in the data active = max activation above about 30%; also: 0% is about no effect; mostly tested at two doses, the higher about 12 µM
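Agonist mode: compounds and dopamine controls were applied to plated cells for 90 min at 37 degrees C after an overnight attachment at 1500 cells/well. Luminescent read-out followed 30 - 60 minutes at room temperature with DiscoveRx detection reagent.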
FUS suppressor = qHTS for Suppressors of FUS Proteinopathy: Primary screen using FUS-linked yeast assay; S. cerevisiae FUS-expressing, growth rescue, OD600, 24 h; Potency, µM (titrated, usually from 76.6 µM), for inactives: top-dose growth rescue (activation), usual class: activators; 390,000 compounds, 0.24% hits; AID 1347120, 2019;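 also: potency is read from the fitted curve at half-maximal effect; plate controls were DMSO vehicle for no effect and reference control for full effect; nearly all actives have a fitted effect of over 55% in size; some results filed as inactive show a strong effect at the top dose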
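Read-out: OD at 600 nm after 24hr at 30C, reporting rescue of FUS-induced yeast toxicity. Cells at OD 0.005 in galactose (2%) minimal medium; compounds tested in a dilution series; CP55940 titration from 92uM final as control.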
EPAC2 antag = qHTS for Antagonist of cAMP-regulated guanine nucleotide exchange factor 2 (EPAC2): primary screen. Rap guanine nucleotide exchange factor 4 (Homo sapiens), Q8WZA2. EPAC2 GEF exchange of Rap1B-BODIPY-GDP, fluorescence. Potency, µM (highest dose often 114 µM), inactives show top-dose activity, negative = inhibition, usual class: inhibitors. 360,000 compounds, 0.18% hits. AID 720708, 2013; also: potency is read from the fitted curve at half-maximal effect; % is scaled to controls: 0 for no effect and ±100 for the full control effect; nearly all actives have a fitted effect of over 45% in size; many of its hits are not listed in these tables
EPAC2 agonist = qHTS for Agonist of cAMP-regulated guanine nucleotide exchange factor 4 (EPAC2): primary screen | 360,000 compounds, 0.079% hits | Rap guanine nucleotide exchange factor 4 (Homo sapiens), Q8WZA2 | AID 720711, 2013 | EPAC2 activation, biochemical qHTS; response scale: 100% = 6.5 mM cAMP response | Potency, µM (doses to about 154 µM), inactives show at the top dose activation, most hits filed as activators; also: potency is read from the fitted curve at half-maximal effect; nearly all actives have a fitted effect of over 50% in size
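Fluorescence exchange assay: 100 nM EPAC2 with 250 nM RAP1B-BODIPY-GDP and 50 uM GDP; compounds tested as a concentration-titration series (qHTS). Loss of Rap1-bound BODIPY-GDP fluorescence read at 480/540 nm; data normalized to 6.5 mM cAMP.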
TDP-43 yeast inh = qHTS of TDP-43 Inhibitors; 410,000 compounds, 1.8% hits; TDP-43 expressing yeast growth rescue, BacTiter-Glo, 24 h; AID 652104, 2013; Potency, µM (doses to about 46.1 µM), without a hit: at the highest dose growth rescue (activation), most hits filed as activators; also: potency is read from the fitted curve at half-maximal effect; % of control where 0% means no effect; nearly all actives have a fitted effect of over 50% in size
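In this qHTS, compounds that restore growth of yeast expressing TDP-43 appear as activators. Cells (OD600=0.02, galactose medium, raffinose-pregrown) are incubated with compound 24 hr at 30 deg C and growth is quantified by BacTiter-Glo.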
Abeta rescue = qHTS for compounds that reverse cellular toxicity of Amyloid beta (A-beta) peptide in yeast: Primary Screen. yeast expressing A-beta42, growth rescue, OD600, 48 h; response scale: 0% DMSO, 100% iron-clioquinol control. Potency, µM (doses to about 46.1 µM), for inactives: at the highest dose growth rescue, usual class: activators. 410,000 compounds, 0.063% hits. AID 1347071, 2019; also: potency is read from the fitted curve at half-maximal effect; nearly all actives have a fitted effect of over 55% in size
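Growth rescue measured by 600 nm absorbance after 48 h yeast culture at 30 C with compound. Values normalized between DMSO and an equimolar ferric chloride plus clioquinol control.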
The depositor's hits bear a star; u = inconclusive; x = no result given; [ ] = dose if it differs, or a comment. Unless noted, calls follow the shape of the dose curve; as a rule, active = well fitted curve in the direction sought with a large enough effect; inconclusive = small, poorly fitted or top-dose-only effect, or another doubt; inactive = no such curve, though single readings can be large; an effect the other way counts as inactive or inconclusive. The list is partial; count on the stated rates, not on these rows.

Fields – EPAC2 antag, TDP-43 yeast inh, aSyn rescue, FUS suppressor, EPAC2 agonist, DRD3 agonist, D3 antag, Abeta rescue
- Cc1c(-n2c(SC(C)C(=O)NC(N)=O)nc3ccccc3c2=O)c(=O)n(-c2ccccc2)n1C (stereo unspecified)
  -6%, 18%[9.22 µM], -4%, 3%, -1%, -3, 8, -6%
- O=C(c1ccc(SCc2cccc(Br)c2)c([N+](=O)[O-])c1)N1CCN(c2ccccn2)CC1
  0%, 22%, 0%, 13%, 6%, 1, -2, 18%
- Cc1nn(Cc2ccccc2)c(Cl)c1/C=N/NC(=O)CNc1cccc(C(F)(F)F)c1
  -2%, 3%, -7%, x, -16%, 2, -6, -1%
- CSc1ccc(C(=O)C2CCCN(C(=O)c3csc(C(C)=O)c3)C2)cc1 (stereo unspecified)
  11%, -4%, -13%, 23%, 8%, -4, -13, -9%
- COc1ccccc1NCC(=O)N/N=C/C=C/c1ccccc1
  -1%, 30%, 4%, -8%, 6%, 1, 13, -14%
- Cc1nc(-c2ccc(-c3ccon3)s2)no1
  23%, 5%, 11%, -5%, 5%, 1, -17, 7%
- COc1cc(OC)c(C(=O)NCCCn2ccnc2)cc1OC
  4%, 21%[9.22 µM], -1%, -10%, -1%, 8, 6, -3%
- NC(=O)c1ccccc1NC(=O)CC12CC3CC(CC(C3)C1)C2
  -6%, 6%, 12%, -6%, 15%, 0, -1, 28%
- C[C@H]1CN([C@@H](C)CO)C(=O)CCCn2cc(nn2)CO[C@@H]1CN(C)C(=O)Nc1ccc2c(c1)OCCO2
  9%, 21%, 10%, 7%, 9%, 4, 3, -5%
- CN1CC(=O)Nc2ccc([N+](=O)[O-])cc2C1=O
  6%, -26%, -3%, 22%, 3%, 7, 5, -4%
- CCc1nc2ccc(C(=O)Nc3ccc(OC)c(OC)c3)cn2c1N(C)C(=O)c1cccc(OC)c1
  -12%, 15%, -9%, 21%, -5%, -20, -28, -20%
- O=C(O)C1CCCC2CN3CCc4c([nH]c5ccccc45)C3C(O)C21 (stereo unspecified)
  -3%, 3%, 3%, 22%, 2%, -18, -24, 1%
- Clc1ccc(CN2CCC(Cc3ccccc3)CC2)cc1
  -16%, -30%[inhibitor], 7%, x, 8%, -12, -96*, 18%
- COc1ccc2nc(/C=N/NC(=O)CCNC(=O)OC(C)(C)C)ccc2c1
  4%, -5%, 11%, -8%, 4%, 2, -3, -3%
- O=C(Nc1ccc(Oc2cccnc2)cc1)c1ccc([N+](=O)[O-])cc1
  3%, -31%[inhibitor], -1%, 19%, 1%, 2, -10, -8%
- COc1ccc(NC2=CC(=O)CC(c3ccc(C)cc3)C2)c(OC)c1 (stereo unspecified)
  2%, 5%, -1%, 42%, 8%, 3, 2, -4%
- CCc1nc2cccnc2n1-c1ccc(CC(=O)NC(C)CC)cc1 (stereo unspecified)
  9%, 12%, 0%, -21%, 2%, 1, 11, 8%
- OCC1(Cc2ccccc2F)CCCN(CCc2ccccc2)C1 (stereo unspecified)
  7%, -9%, 0%, 7%, -1%, -19, 0, 1%
- CC(C)=CCN1CCN(Cc2ccc(C)s2)CC1CCO (stereo unspecified)
  5%, 9%, 2%, 3%, -3%, -11, -9, -5%
- Cc1ccc2[nH]c(O)c(N=NC(=O)C(C)n3cnc4ccccc4c3=O)c2c1 (stereo unspecified)
  -5%, -7%, 2%, 0%, 7%, -2, -13, -4%

Fields – EPAC2 antag, TDP-43 yeast inh, aSyn rescue, FUS suppressor, EPAC2 agonist, DRD3 agonist, D3 antag, Abeta rescue
- CSc1ccccc1-n1nnnc1SCC(=O)Nc1ccccc1C
  2%, 14%, 16%, 15%, 15%, 4, 10, 9%
- CCOC(=O)CCNC(=O)N1CCCC(C(=O)c2cccc(Cl)c2)C1 (stereo unspecified)
  -17%, u, 8%, -10%, 1%, -1, -1, 15%
- COC(=O)c1ccc(S(=O)(=O)N2CCc3ccccc3C2)cc1
  -10%, 14%, 8%, -18%, -7%, 5, 0, 4%
- CC(C)c1ccc(NC(=O)COC(=O)CSc2nnc(N)s2)cc1
  -13%, -20%, -9%, x, 2%, -6, -22, 0%
- N#Cc1c(NCc2ccccc2)ccnc1NCc1cccnc1
  12%, 4%, 1%, 8%, 3%, -4, 0, 3%
- COc1ccc2cc(C(c3nnnn3CC3CCCO3)N3CCOCC3)c(=O)[nH]c2c1 (stereo unspecified)
  -6%, -19%, -2%, 30%, 3%, -15, -18, 1%
- CC(C)n1cc(NC(=O)c2cc(-c3ccccc3)on2)cn1
  -1%, -38%[inhibitor], -1%, -9%, 2%, -2, 0, -21%
- COC(=O)c1ccc(Nc2nnc(-c3ccc(C)c(S(=O)(=O)NCC4CCCO4)c3)c3ccccc23)cc1 (stereo unspecified)
  2%, 10%, -4%, u, 18%, -17, 18, 19%
- COc1ccc(CNC(=O)O[C@]23C[C@H]4C(=O)N(c5ccccc5)C(=O)[C@H]4C[C@@]2(O)CN(S(=O)(=O)c2ccc(C)cc2)C3)cc1OC
  1%, 23%, -2%, 4%, 0%, 4, 13, -5%
- C=C1Cn2c(nnc2-c2ccc(Cl)cc2)S1
  7%, 22%, -12%, -16%, 6%, 0, 13, -12%
- Cc1ccc2c(C)c(C(=O)N3CCC(C(N)=O)(N4CCCCC4)CC3)oc2c1C
  -10%, 10%, 0%, -10%, 13%, -4, 0, -5%
- Cc1ccc(-c2c3c(=O)n(C)c(=O)n(C)c3c3c(C(F)(F)F)nc4ccccc4n23)cc1
  x, u, x, 10%, x, 4, x, -3%
- Cc1cccc(NC(=O)CSc2nc3ccccc3c(=O)n2CC2CCCO2)c1 (stereo unspecified)
  -12%, 15%, 6%, 38%, 3%, 1, 12, 6%
- CCn1c(SCC(=O)c2ccc(Br)cc2)nnc1C(C)NC(=O)Cc1ccc(OC)cc1 (stereo unspecified)
  -4%, -13%, -2%, 3%, -5%, -2, 6, 2%
- CC1(C(=O)NS(=O)(=O)c2ccc(F)cc2F)CCN1C(=O)c1ccco1 (stereo unspecified)
  3%, 9%, -13%, -15%, 8%, -13, 0, -16%
- CCN(CC)CCNC(=O)C(=O)NCC(c1cccnc1)N1CCN(c2ccc(F)cc2)CC1 (stereo unspecified)
  x, 6%, x, -9%, x, 9, x, -7%
- Cc1cc2oc(=O)cc(CN3CCOCC3)c2cc1C
  -2%, -17%, 1%, -11%, 7%, -8, 7, -8%
- COc1ccc(-n2cc(CNCCc3cscn3)c(-c3ccccc3Cl)n2)cc1
  1%, -15%, -4%, 18%, 9%, -9, -101*, -1%
- O=C(NCc1ccccc1Cl)c1ccc2sc([C@H]3C[C@H](O)[C@@H](CO)O3)nc2c1
  2%, 2%, 0%, -4%, 10%, 3, 2, -14%
- COCCCN(C(=O)Nc1ccccc1)C(C)c1ccncc1 (stereo unspecified)
  -4%, u, -2%, -22%, 4%, 2, 0, 10%

Fields – EPAC2 antag, TDP-43 yeast inh, aSyn rescue, FUS suppressor, EPAC2 agonist, DRD3 agonist, D3 antag, Abeta rescue
- CC1=C(C(=O)Nc2cccnc2)C(c2ccccc2)n2nc(SCc3ccccc3F)nc2N1 (stereo unspecified)
  x, -10%, x, 27%, x, -10, x, -16%
- COc1ccc(S(=O)(=O)N2CCCCCC2)cc1C(=O)Nc1cc(C)ccn1
  -13%, u, 1%, 12%, 14%, -5, -11, 5%
- O=C(Cc1cccs1)NCc1ccncc1
  0%, -2%, -1%, x, 8%, -4, 0, 2%
- CC(Cl)C(=O)Nc1c2c(nn1-c1ccccc1)CSC2 (stereo unspecified)
  6%, 26%, 3%, -25%, 15%, 2, 3, 7%
- CCOc1ccc(NC(=O)C(=O)NCCc2sc(-c3ccc(C)cc3)nc2C)cc1
  x, 0%, 1%, -15%, x, 5, x, -15%
- CCCc1cc(=O)[nH]c(SCC(=O)C(C)(C)C)n1
  -2%, 5%, 4%, -10%, 4%, -2, 10, 12%
- O=c1[nH]nc2c3ccccc3cnn12
  -11%[57.1 µM], 14%, 4%, -12%, -20%, 6, 17, 18%
- Cc1cc(=O)[nH]c(-c2cccs2)n1
  11%, 0%, -1%, 7%, 12%, 1, 8, -11%
- Cc1ccc(S(=O)(=O)N2CCOCC2)cc1NC(=O)CN1C(=O)CN(C)C1=O
  -3%, 16%, -5%, 9%, 7%, 0, 12, -1%
- Cc1cc(C)cc(C(=O)OCC(=O)N2CCCC2)c1
  -3%, -8%, 9%, -4%, -1%, 9, 1, -2%
- COc1cccc(-c2nnc(NC(=O)CCS(=O)(=O)c3ccc(F)cc3)o2)c1
  -4%, 3%, -2%, -12%, 9%, -4, -14, 9%
- OC(CSc1ccccc1Cl)CN1CCN(c2ccc(F)cc2)CC1 (stereo unspecified)
  -18%, -14%, 5%, 18%, 23%, -28, -81*, 2%
- Cc1cc(NC(=O)Nc2cccc3ccccc23)no1
  4%, 12%, 11%, -1%, -5%, 1, 22, 15%
- CC(=NCc1ccccc1)c1ccc(O)cc1O
  7%, 19%, -14%, 9%, 10%, -15, u, -1%
- CC(C)c1ccc2oc(-c3ccc(NC(=O)c4ncn[nH]4)cc3)nc2c1
  10%, -5%, -1%, u, 4%, 7, -3, -10%
- CCCCOc1ccc(N2CC(C(=O)NCc3ccco3)CC2=O)cc1 (stereo unspecified)
  1%, 11%, 1%, 12%, 3%, -1, -5, 15%
- CCOC(=O)c1c(-c2ccc(F)cc2)csc1/N=C/N(C)C
  -12%, u, 0%, 18%, 15%, -1, -5, 19%
- COC(=O)c1c(NC(=O)c2ccccc2F)sc(C(=O)N2CCOCC2)c1C
  5%, -8%, 5%, 26%, 1%, 1, 5, -18%
